High-throughput results: PubChem, several laboratories
EBNA-1 inhibitor – blocks EBNA-1 binding to DNA; 300,000 compounds, 0.34% hits; inhibition, % at 14.8 µM; EBNA-1 DNA binding, fluorescence polarization; AID 1950; in the data active = inhibition above about 28%
CR mimetic SO – caloric restriction mimetics inhibiting age-related superoxide in yeast; superoxide response (% of plate mean), % at 10 µM; AID 2690; 330,000 compounds, 0.18% hits; S. cerevisiae aged cells, superoxide DHE fluorescence; active compounds read low;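 active = superoxide response under a set limit, about three screen SD below normal, cut at about 65% in these data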;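 note: yeast aged for seven days with compound at 30 °C before DHE staining; 100% = average MFI of all compound-treated wells on the plate with controls excluded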
BCLXL inh – Bcl-xL (human) inhibition. Q07817. GST-Bcl-xL / FITC-Bim BH3 peptide fluorescence polarization. inhibition, % at 10.9 µM. 320,000 compounds, 0.7% hits;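 active = inhibition above the mean of all tested compounds plus 3 SD, cutoff set per campaign, cut at about 30% in these data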;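 note: 0% = DMSO wells and 100% = unlabeled Bim-BH3 peptide competitor; inhibitors lower millipolarization by displacing the labeled peptide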
Target sequence (Q07817 whole entry, looked up): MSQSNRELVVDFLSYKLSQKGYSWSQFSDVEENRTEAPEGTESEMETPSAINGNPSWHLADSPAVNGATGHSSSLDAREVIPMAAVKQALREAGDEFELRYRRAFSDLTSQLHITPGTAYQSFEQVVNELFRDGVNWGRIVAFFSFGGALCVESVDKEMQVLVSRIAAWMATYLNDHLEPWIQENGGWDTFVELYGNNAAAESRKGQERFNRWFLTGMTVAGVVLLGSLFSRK
MEX-5 binding – C. elegans MEX-5 TCR-2 RNA binding activity; Q9XUB2; MEX-5/FITC-TCR2 RNA binding, fluorescence polarization; active compounds read low; activity score (negative = inhibition of binding), % at 10 µM; 300,000 compounds, 0.38% hits; AID 1832;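 active = inhibition past about -25% in most replicates, and total fluorescence under double the plate's negative control median, limit read from the data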;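 note: 0% = DMSO and -100% = 5 µM competing unlabeled TCR2 RNA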
MCL1-BIM inh – disrupts human MCL1 binding to BIM-BH3 peptide | Q07820 | GST-MCL1 / FITC-Bim-BH3 fluorescence polarization | inhibition, % at 10.9 µM | 320,000 compounds, 0.68% hits | AID 2057;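 active = inhibition above the mean inhibition of all tested compounds plus 3 SD, set per campaign, cut at about 40% in these data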;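 note: 0% = DMSO wells and 100% = unlabeled Bim-BH3 peptide control; higher means more loss of mP so more displacement of Bim peptide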
Target sequence (Q07820 whole entry, looked up): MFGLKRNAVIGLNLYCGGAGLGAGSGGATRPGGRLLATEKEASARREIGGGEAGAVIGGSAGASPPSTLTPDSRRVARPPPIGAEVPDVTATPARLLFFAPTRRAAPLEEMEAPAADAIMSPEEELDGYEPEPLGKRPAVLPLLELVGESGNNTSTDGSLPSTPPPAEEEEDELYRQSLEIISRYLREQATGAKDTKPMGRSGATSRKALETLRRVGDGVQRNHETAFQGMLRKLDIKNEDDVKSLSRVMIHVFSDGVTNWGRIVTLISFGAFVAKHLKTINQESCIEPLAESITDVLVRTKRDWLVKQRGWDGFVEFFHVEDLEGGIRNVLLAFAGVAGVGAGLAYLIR
GLD-1 RNA inh – GLD-1-TGE RNA interaction inhibition (C. elegans); 320,000 compounds, 0.44% hits; purified GLD-1 + fluorescein TGE RNA, fluorescence polarization; inhibition, % at 5.96 µM; Q17339;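 active = percent inhibition above a per-plate cutoff, the plate mean of test compounds plus 3 SD, cut at about 30% in these data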;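 note: 0% = DMSO wells with GLD-1 and probe and 100% = wells lacking GLD-1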
Target sequence (Q17339 whole entry, looked up): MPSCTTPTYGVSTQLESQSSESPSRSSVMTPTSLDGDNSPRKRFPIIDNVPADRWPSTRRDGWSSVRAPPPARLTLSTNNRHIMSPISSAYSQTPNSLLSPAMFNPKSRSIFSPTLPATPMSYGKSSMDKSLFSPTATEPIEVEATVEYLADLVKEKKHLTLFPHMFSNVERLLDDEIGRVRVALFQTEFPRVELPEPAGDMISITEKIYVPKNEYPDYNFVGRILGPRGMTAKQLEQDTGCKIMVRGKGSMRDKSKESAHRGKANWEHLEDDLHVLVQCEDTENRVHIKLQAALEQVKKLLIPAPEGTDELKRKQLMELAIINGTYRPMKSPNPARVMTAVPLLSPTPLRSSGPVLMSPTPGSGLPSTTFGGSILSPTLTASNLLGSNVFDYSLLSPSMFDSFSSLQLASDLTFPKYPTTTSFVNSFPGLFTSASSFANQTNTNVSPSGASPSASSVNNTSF
Efflux pump inh – inhibitors of Candida antifungal efflux pumps expressed in yeast; S. cerevisiae Candida pump triplex, Nile Red efflux; inhibition, % at 10 µM; 330,000 compounds, 0.44% hits; AID 485275;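 active = plate passing quality check with inhibition over a set limit, or well fluorescence over plate mean plus 4 SD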;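 note: Nile Red retained in pooled yeast measured as flow cytometry median fluorescence; 0% = buffer negative control and 100% = Enniatin B positive control; higher means more Nile Red kept so more efflux inhibition; some compounds called inactive have numbers as strong as hits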
ZTA DNA inh – blocks Epstein-Barr virus ZTA, an EBNA-1 counter-screen. P03206. ZTA-DNA binding, fluorescence polarization. inhibition, % at 11 µM. 320,000 compounds, 0.15% hits. AID 2234; in the data active = inhibition above about 33%
Fam108B counter – counter-screen for RBBP9 inhibitors: inhibitors of mouse Fam108B. inhibition, % at 9.51 µM. recombinant Fam108B, FP-Rh probe fluorescence polarization. 300,000 compounds, 0.33% hits. AID 1947;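 active = inhibition above the screen mean inhibition plus 3 SD, computed separately per campaign, cut at about 18% in these data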;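 note: inhibitors lower polarization as less probe binds the enzyme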
The depositor's hits bear a star; . = not tested or not shown. An unsorted share of the library; overall some 2.3% were active at least once.

SMILES | EBNA-1 inhibitor | CR mimetic SO | BCLXL inh | MEX-5 binding | MCL1-BIM inh | GLD-1 RNA inh | Efflux pump inh | ZTA DNA inh | Fam108B counter
CN(c1ccccc1)S(=O)(=O)c1ccc(C(=O)Nc2nnc(C3=COCCO3)o2)cc1 | 6 | 102 | 2 | -1.8 | 9 | -1 | -0.1 | -12 | 1
CCOC(=O)CNC(=O)c1ccc(C#CC2(O)CCCCC2)cc1 | -13 | 91 | -1 | 0.4 | 6 | -6 | 0.0 | -12 | -2
Cc1c(-n2cc(C(=O)c3cc(F)ccc3O)cc(C#N)c2=O)c(=O)n(-c2ccccc2)n1C | 1 | 99 | 16 | -3.4 | 14 | 7 | -0.1 | -9 | 6
CCOC(=O)c1c(NC(=S)N2CCOCC2)sc2c1CCN(C(=O)OCC)C2 | 5 | 94 | 3 | 1.5 | 8 | 12 | -0.5 | 8 | 1
CS(=O)(=O)NCCSCc1ccccc1 | -5 | 94 | -2 | -1.3 | 1 | 5 | -0.1 | -11 | -3
CC[C@H](CO)Nc1nc(Nc2cccc(Cl)c2)c2ncn(C(C)C)c2n1 | 8 | 106 | 13 | -0.2 | 8 | 7 | -0.1 | -7 | 3
Cc1nn(-c2ccccc2)c(N2CCCC2)c1/C=N/NC(=S)Nc1cc(C(F)(F)F)ccc1Cl | -10 | 102 | 7 | 0.5 | 5 | -2 | -0.3 | 0 | 8
Cc1cc(NC(=O)COc2ccccc2C)ccc1NC(=O)c1cccs1 | 1 | 101 | -2 | -0.5 | 1 | 10 | -0.4 | -3 | -4
CC(=O)c1sc(NC(=O)CN2C(=O)C3CCCCC3C2=O)nc1-c1ccccc1 (stereo not drawn) | . | 98 | 0 | . | 4 | -4 | 0.0 | 2 | .
CSc1ccc(/C=N/NC(=O)CN2CCN(Cc3ccc(C)cc3)CC2)cc1 | 2 | 102 | 1 | 1.1 | 2 | 6 | 0.3 | 5 | 3
CSC1=NCCN1C(=O)c1ccc(S(=O)(=O)N(C)C)cc1 | 11 | 87 | 1 | -2.5 | 0 | 3 | 0.0 | 2 | 5
O=C(CSc1ncnc2nc[nH]c12)c1ccc([N+](=O)[O-])cc1 | 13 | 102 | 7 | -0.4 | 5 | -4 | 0.2 | 7 | -1
CCOc1ccc(OCC(O)CN2CCc3ccccc3C2)cc1 (stereo not drawn) | -2 | 104 | 2 | 1.2 | -4 | -6 | 0.0 | 2 | 2
CC(=O)Nc1ccc(N2C(=O)CC(c3ccccc3)CC2=O)cc1 | -15 | 121 | -1 | -0.7 | 2 | -1 | 0.2 | 0 | -2
Brc1ccc2ncnc(NCc3cccnc3)c2c1 | 3 | 125 | 5 | 1.4 | -1 | 6 | 0.0 | 0 | 0
CCCCCCc1nc2ccccc2c(=O)n1NC(=O)c1c(O)c2c(n(CC(C)C)c1=O)CCCC2 | -12 | 97 | 4 | 1.2 | 5 | -1 | 0.2 | 1 | -5
Cc1cccc(N(CC(=O)Nc2c(C)n(C)n(-c3ccccc3)c2=O)S(C)(=O)=O)c1 | 7 | 92 | 7 | 0.4 | 2 | 2 | 0.0 | -16 | 1
COc1cccc(NC(=O)Nc2ccccc2SC)c1 | -3 | 102 | 6 | 1.1 | 5 | 7 | 0.0 | 1 | 2
CC(=O)c1cccc(CN2CCCC(N3CCN(c4ccccc4F)CC3)C2)c1 (stereo not drawn) | -8 | 119 | -3 | 0.9 | -11 | 7 | 0.1 | -16 | -1
CC(=O)c1ccc(OC(=O)c2cc3ccccc3oc2=O)cc1 | 9 | 108 | 7 | -1.4 | -5 | -4 | -0.1 | -8 | -2
CC(=O)Nc1nc(C)nc(-c2ccccc2)c1C(C)=O | -7 | 115 | 0 | 0.6 | -3 | 3 | 0.2 | -6 | 1
CCOC(=O)c1sc(NC(=O)CSc2nccc(C)n2)c(C#N)c1C | -6 | 108 | 1 | -0.1 | -1 | 1 | 0.0 | -11 | -3
CCCCC(=O)Nc1ccc(C(=O)NNC(=O)c2ccco2)cc1 | -3 | 98 | -3 | 1.8 | -8 | -5 | 0.2 | -13 | -2
COC(=O)c1cc(CN2CCN(c3ccccc3C)CC2)ccc1O | 0 | 98 | 0 | 1.1 | 2 | 5 | 0.0 | -23 | -2
Cc1cc(NC(=O)Cc2cccs2)nn1CC(=O)NCc1ccco1 | -6 | 102 | 1 | -0.3 | 1 | 4 | 0.5 | -7 | 5
COc1ccc(C)cc1S(=O)(=O)N(C)CC(N)=O | -1 | 77 | -1 | -1.9 | 2 | 4 | -0.1 | -5 | 1
COc1cc(C)c(S(=O)(=O)NC2CC(C)(C)NC(C)(C)C2)cc1C | -6 | 100 | 1 | 0.9 | 9 | 1 | 0.1 | 7 | 1
CCCCCN(C(=O)CCC(=O)OCc1cc(C(C)=O)ccc1OC)c1c(N)n(CCCC)c(=O)[nH]c1=O | 3 | 109 | -6 | 0.0 | -7 | 12 | 0.0 | 3 | 2
CSc1cccc(NC(=O)c2ccc(Cl)nc2)c1 | -9 | 98 | 4 | 0.7 | 8 | 10 | 0.2 | 0 | -3
COc1cc(NC(=O)CCN2CCN(CCO)CC2)cc(OC)c1 | 1 | 125 | 4 | 2.3 | -10 | 3 | -0.1 | 23 | -4
CCOc1ccc(N2CC(C(=O)Nc3cccc(S(=O)(=O)N4CCCC4)c3)CC2=O)cc1 (stereo not drawn) | -6 | 127 | -9 | 3.3 | -19 | -4 | -0.1 | 8 | -2
Cc1nc2ccccn2c1C(=O)N/N=C/c1cc(C)n(-c2ccc(Cl)cc2)c1C | -1 | 110 | 0 | -1.1 | -6 | 3 | 0.2 | 2 | 2
O=C(NN=C1CCCCCCC1)C(=O)NC1CCCCC1 | -9 | 100 | -1 | 3.2 | 1 | 3 | 0.2 | -12 | 1
O=C1CCCN1CCC1CCN(C(=S)Nc2ccc(F)cc2)CC1 | -14 | 102 | 2 | -0.4 | 8 | -1 | -0.1 | -6 | 0
CN(Cc1ccccc1)C(=O)CCn1c(=O)c2cccn2c2cccnc21 | 4 | 99 | 1 | -1.2 | 1 | -4 | 0.0 | 0 | 2
Cc1ccc(NC(=O)CSCC(=O)O)c(C)c1 | -7 | 97 | 4 | -0.9 | 8 | -2 | 0.1 | -7 | 1
CCn1c(SCC(=O)c2ccccc2)nc2c(c1=O)SC(C)C2 (stereo not drawn) | -4 | 108 | 0 | 1.0 | 2 | 3 | 0.1 | 10 | 4
CC1CCN(c2ccccc2NC(=O)c2ccc(C#N)cc2F)CC1 | -12 | 125 | 9 | -1.8 | 12 | -2 | -0.2 | -20 | -3
Cc1cc(Cl)ccc1OC(C)C(=O)NN=C1CCCCCC1 (stereo not drawn) | -11 | 99 | 1 | 0.8 | 5 | 7 | 0.0 | -2 | -3
CCc1ccc2nc(N(CCN(C)C)C(=O)c3ccc4ccccc4c3)sc2c1 | 1 | 97 | -1 | -4.2 | 4 | 0 | -0.4 | 7 | -3

Reformatted: 3 of the compounds above
Molecule: Cc1cc(NC(=O)Cc2cccs2)nn1CC(=O)NCc1ccco1
- EBNA-1 inhibitor = -6
- CR mimetic SO = 102
- BCLXL inh = 1
- MEX-5 binding = -0.3
- MCL1-BIM inh = 1
- GLD-1 RNA inh = 4
- Efflux pump inh = 0.5
- ZTA DNA inh = -7
- Fam108B counter = 5
Molecule: Cc1cc(Cl)ccc1OC(C)C(=O)NN=C1CCCCCC1 (stereo not drawn)
- EBNA-1 inhibitor = -11
- CR mimetic SO = 99
- BCLXL inh = 1
- MEX-5 binding = 0.8
- MCL1-BIM inh = 5
- GLD-1 RNA inh = 7
- Efflux pump inh = 0.0
- ZTA DNA inh = -2
- Fam108B counter = -3
Molecule: CSc1cccc(NC(=O)c2ccc(Cl)nc2)c1
- EBNA-1 inhibitor = -9
- CR mimetic SO = 98
- BCLXL inh = 4
- MEX-5 binding = 0.7
- MCL1-BIM inh = 8
- GLD-1 RNA inh = 10
- Efflux pump inh = 0.2
- ZTA DNA inh = 0
- Fam108B counter = -3

(list continues)
SMILES | EBNA-1 inhibitor | CR mimetic SO | BCLXL inh | MEX-5 binding | MCL1-BIM inh | GLD-1 RNA inh | Efflux pump inh | ZTA DNA inh | Fam108B counter
COc1ccccc1NC(=O)C(C)Sc1nc2ccccc2c(=O)n1CC1CCCO1 (stereo not drawn) | -8 | 91 | 1 | 2.7 | 5 | 3 | 0.2 | -6 | 4
COCCCNc1nc(SCc2ccccc2)nc2sc3c(c12)CCC3 | 2 | 116 | 7 | 1.0 | 8 | -6 | 0.4 | 2 | 1
Fc1ccc(N2CCN(Cc3cnc(N4CCOCC4)s3)CC2)cc1 | 5 | 100 | 8 | -1.6 | 1 | 10 | -0.1 | -11 | 7
O=C(Nc1ccc(S(=O)(=O)Nc2ncccn2)cc1)c1ccccc1NS(=O)(=O)c1ccc(Cl)cc1 | 3 | 107 | 13 | -2.1 | 11 | 3 | -0.1 | 0 | 1
CCOC(=O)c1cn(-c2nc(-c3ccc(Cl)c(Cl)c3)cs2)c2c(F)c(N3CCOCC3)c(F)cc2c1=O | -13 | 86 | 5 | -10 | -1 | 3 | 1.6* | -3 | -3
O=C(NCCc1cnc[nH]1)Nc1cccc(C(F)(F)F)c1 | -14 | 103 | 4 | 0.9 | -2 | -4 | 1.1 | 5 | -1
CCOC(=O)c1c(NC(=S)NC(=O)/C=C/c2cccs2)sc(C)c1C | -1 | 93 | 10 | -2.5 | 13 | 5 | -0.2 | -17 | 1
O=C(NCC(c1ccco1)N1CCCC1)c1ccc(S(=O)(=O)Nc2ccccc2F)cc1 (stereo not drawn) | 10 | 85 | 2 | -0.9 | 0 | -2 | -0.1 | 32 | 0
Cc1nn(C)cc1/C=N\NC(=O)c1ccc2c(c1)c(C)c(C)n2Cc1ccccc1 | -8 | 103 | 10 | -1.5 | 9 | 6 | 0.7 | 15 | 2
CCOC(=O)C1(Cc2cccc(F)c2)CCN(C(=O)Cn2cnnn2)CC1 | 2 | 107 | 2 | 1.9 | -7 | 0 | 0.0 | 5 | -1
O=[n+]1cc(-c2ccc(Cl)cc2)n([O-])c2c1CCCCC2 | -10 | 105 | 5 | -1.6 | 4 | 0 | 0.1 | -9 | -3
CCOc1ccccc1N1CCN(C/C=C/c2ccc(N(C)C)cc2)CC1 | -5 | 104 | 5 | -2.4 | 8 | -2 | -0.1 | 2 | 4
Cc1c(C#N)c(NC(=O)c2ccccc2)n(Cc2ccccc2)c1C | -7 | 70 | 4 | 0.5 | 12 | 12 | -0.1 | -9 | 0
CCc1nnc(NC(=O)CSc2nnc3nc(C)cc(C)n23)s1 | -2 | 93 | -2 | 2.7 | 2 | 1 | 0.0 | -4 | 3
c1ccc(-c2cc3nccc(-c4ccccn4)n3n2)cc1 | 8 | 90 | 0 | 0.9 | -6 | 1 | 0.1 | -2 | 3
Cc1ccc(C)c(C(=O)CN2C(=O)c3ccccc3C2=O)c1 | 11 | 98 | -2 | 3.8 | 0 | 0 | 0.1 | -9 | -1
C/C(=N\NC(=O)CSc1nc2ccccc2o1)c1ccc(O)cc1 | -6 | 81 | -24 | -2.6 | -17 | 1 | -0.4 | -7 | -1
CC1CCCC(C)N1CCCNC(=O)c1cc2c(=O)n(C)c3ccccc3c2n1C (stereo not drawn) | 2 | 101 | 7 | -2.1 | 5 | 1 | 0.0 | 7 | 3
CCCC1(c2ccccc2)NC(=O)N(CC(=O)NCc2ccc(OC)cc2)C1=O (stereo not drawn) | 1 | 99 | -1 | 1.1 | -4 | 2 | -0.1 | -5 | 0
